# High-throughput results as filed in PubChem BioAssay.
# Apoferritin bind: qHTS Assay for Identification of Novel General Anesthetics; Ferritin light chain (Equus caballus), P02791; apoferritin/1-aminoanthracene competitive binding, fluorescence; Potency, µM (highest dose often 77.5 µM), inactives show at the highest dose activity change, negative = displacement, hits mostly inhibitors; 0.074% of 350,000 active; further: potency means the concentration at half of the fitted maximal effect; on the % scale 0 is the no-effect control and ±100 the full control effect; nearly all actives have a fitted effect of over 20% in size
# Target sequence (P02791 2-175 limits assumed): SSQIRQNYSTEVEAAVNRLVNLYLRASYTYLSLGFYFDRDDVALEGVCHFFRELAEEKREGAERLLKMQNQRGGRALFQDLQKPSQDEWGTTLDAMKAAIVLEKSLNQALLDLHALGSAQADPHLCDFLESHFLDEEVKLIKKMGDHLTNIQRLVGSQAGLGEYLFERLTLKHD
#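 Horse-spleen apoferritin (10 uM) in 50% saturated 1-aminoanthracene in PBS was incubated 10 min at room temperature with compound. Fluorescence (ex 380, em 535 nm) was normalized to free and bound 1-AMA, with concentration-response fitted by a four-parameter Hill equation.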
# D1 ag: Allosteric Agonists of the Human D1 Dopamine Receptor: qHTS | D(1A) dopamine receptor (Homo sapiens), P21728 | HEK293 T-REx D1 cells, calcium flux, agonist mode | activation, % at 2 µM | 1% of 360,000 active; in the data active means activation above about 30%; further: 0% is about no effect
# Target sequence (P21728 whole entry, looked up): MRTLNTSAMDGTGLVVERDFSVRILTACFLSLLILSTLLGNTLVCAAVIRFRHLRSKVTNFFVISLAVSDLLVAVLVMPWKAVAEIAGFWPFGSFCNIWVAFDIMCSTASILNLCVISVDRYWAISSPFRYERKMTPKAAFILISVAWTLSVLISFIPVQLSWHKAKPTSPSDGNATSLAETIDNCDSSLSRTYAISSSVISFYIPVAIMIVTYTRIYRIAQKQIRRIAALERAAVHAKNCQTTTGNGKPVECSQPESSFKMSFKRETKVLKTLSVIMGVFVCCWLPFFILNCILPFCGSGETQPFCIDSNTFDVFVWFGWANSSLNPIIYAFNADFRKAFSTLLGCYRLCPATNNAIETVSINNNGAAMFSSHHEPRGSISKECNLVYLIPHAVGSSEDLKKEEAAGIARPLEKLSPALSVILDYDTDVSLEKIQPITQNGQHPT
#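 Tetracycline-induced HEK293 TREx D1 cells, force-coupled to calcium signalling, were dye-loaded with a no-wash calcium kit. Compound was pin-added after a 10 s baseline. Fluorescence was read kinetically at 1 cycle/s for 180 s, with calcium rises flagged as agonism.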
# D1 antagonist: Antagonist of Human D 1 Dopamine Receptor: qHTS; D(1A) dopamine receptor (Homo sapiens), P21728; AID 504652, 2011; HEK293 TREx D1 cells, calcium flux, dopamine EC80; stronger effect = lower value; activity change, negative = inhibition, % at 10 µM; 3.2% of 360,000 active; in the data active means activity change below about -30%; further: on the % scale 0 is the no-effect control and ±100 the full control effect
#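 Tetracycline-induced HEK293 T-REx cells with force-coupled D1 receptor were loaded with a no-wash calcium dye. Compound was added after a 10 s baseline and read kinetically for 180 s; EC80 dopamine was then added and calcium flux followed another 180 s.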
# TRHR enhancer: qHTS for Small Molecule Agonists and Allosteric Enhancers of Human TRH Receptor: Primary Screen for Enhancers; TRHR cells, fluo-8 calcium fluorescence, EC20 TRH enhancement; enhancement, % at 2 µM; 0.66% of 360,000 active; in the data active means enhancement above about 30%; further: 0% is about no effect
# Target sequence (P34981 whole entry, looked up): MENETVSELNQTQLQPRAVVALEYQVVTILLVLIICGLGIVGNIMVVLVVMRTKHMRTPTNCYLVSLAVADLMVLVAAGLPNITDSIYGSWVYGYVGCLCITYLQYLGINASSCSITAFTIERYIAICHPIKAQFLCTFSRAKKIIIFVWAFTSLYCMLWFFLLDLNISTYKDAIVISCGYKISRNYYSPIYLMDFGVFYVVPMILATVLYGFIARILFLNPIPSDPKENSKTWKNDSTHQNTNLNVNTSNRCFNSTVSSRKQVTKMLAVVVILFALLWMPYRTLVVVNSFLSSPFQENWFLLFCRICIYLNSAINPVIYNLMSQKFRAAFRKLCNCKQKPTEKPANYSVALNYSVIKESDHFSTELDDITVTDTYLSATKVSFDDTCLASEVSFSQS
#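 Enhancer read-out: after compound pinning and an initial kinetic agonist-mode read, an EC20 of TRH (10 nM final) was injected and fluo-8 calcium signal (Ex 480/Em 530) followed at 1 s/cycle for 100 cycles in TRHR-expressing cells.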
# D1 potentiator: Potentiators of Human D1 Dopamine Receptor: qHTS | D(1A) dopamine receptor (Homo sapiens), P21728 | HEK293 TREx D1 cells, calcium flux, dopamine EC20 potentiation | potentiation, % at 10 µM | 0.036% of 360,000 active | AID 504651, 2011; in the data active means potentiation above about 30%; further: 0% is about no effect
# RXFP1 ag: qHTS Assay for Agonists of the Relaxin Receptor RXFP1; HEK293T-RXFP1 cAMP TR-FRET, 30 min; response scale: percent of porcine relaxin response, buffer zero; Potency, µM (titrated, usually from 57.5 µM), for the others: top-dose activation, hits mostly activators; 0.3% of 370,000 active; AID 2676, 2010; further: potency means the concentration at half of the fitted maximal effect; on the % scale 0 is the no-effect control and ±100 the full control effect; nearly all actives have a fitted effect of over 60% in size; many of its hits are not listed in these tables
#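 cAMP rise read by TR-FRET after 30 min, 37C compound exposure (up to 58 uM) in RXFP1-transfected HEK293 cells with Ro 20174 present. EC50 from Hill-equation fits, with 29 nM porcine relaxin as 100% and buffer as basal.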
# D2 potentiator: HTS Assay for Positive Allosteric Modulators of the Human D2 Dopamine Receptor: Primary Screen for Potentiators; D(2) dopamine receptor (Homo sapiens), P14416; AID 485347, 2010; potentiation, % at 10 µM; HEK293 T-REx D2, calcium flux, EC20 dopamine potentiation; 0.34% of 340,000 active;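 active means potentiation over 3 SD above the plate norm, cut at about 30% in these data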; further: 0% is about no effect
#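 Tetracycline-induced Hek293 Trex D2 cells, force-coupled to calcium, loaded with no-wash calcium dye. Compound added with 180 s kinetic read for agonism, then EC20 dopamine and a further 180 s read for potentiation.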
# TRHR ag: qHTS for Small Molecule Agonists and Allosteric Enhancers of Human TRH Receptor: Primary Screen for Agonists; Thyrotropin-releasing hormone receptor (Homo sapiens), P34981; TRHR cells, calcium flux fluo-8, FDSS agonist mode; activation, % at 2 µM; 0.18% of 360,000 active; AID 493084, 2011; in the data active means activation above about 30%; further: 0% is about no effect
#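 TRHR-expressing cells loaded with fluo-8 calcium dye; 23 nL library compound pin-transferred, kinetic FDSS fluorescence (Ex 480/Em 530) recorded about 180 s for agonist-induced calcium release, before a 10 nM TRH EC20 addition for potentiator mode.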
# RXFP1 antag: qHTS Assay for Antagonists of the Relaxin Receptor RXFP1; Relaxin receptor 1 (Homo sapiens), Q9HBX9; HEK293-RXFP1, relaxin-stimulated cAMP HTRF, 30 min; stronger effect = lower value; activity change, negative = inhibition, % at 57.5 µM; 0.59% of 350,000 active; AID 1259400, 2018;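 active means activity change of -60% or lower, but not beyond a set lower limit; inconclusive means change between -60% and -40%, or beyond the set limit; inactive means change above -40%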; further: on the % scale 0 is the no-effect control and ±100 the full control effect
# * = called active by the depositor; u = inconclusive; x = no result given; & = joins results of further samples; ! = repeats disagree. Unless noted, the call rests on the fitted dose curve; in most records, active means well fitted curve in the direction sought with a large enough effect; inconclusive means small, poorly fitted or top-dose-only effect, or another doubt; inactive means no such curve, though single readings can be large; an effect the other way counts as inactive or inconclusive. These rows are one share of the data; the hit share may differ from the screen's.
# Preview (4 entries):
structure | Apoferritin bind | D1 ag | D1 antagonist | TRHR enhancer | D1 potentiator | RXFP1 ag | D2 potentiator | TRHR ag | RXFP1 antag
CCn1c(SCC(=O)Nc2ccccc2C)nc2nc3c(cc2c1=O)COC(C)(C)C3 | -7% | 1 | 0 | 9 | -2 | 5.0% | 11 | -1.4 | -2
COc1ccc(S(=O)(=O)N2CCN(C(=O)CNC(=O)c3ccc4c(c3)OCO4)CC2)cc1 | x | 4 | 7 | -4 | -2 | 1.5% | -5 | -0.4 | -2
COc1cc(C2Nc3ccccc3-c3cc(C)nn32)ccc1O (stereo not drawn) | u | 12 | -1 | -8 | -7 | 0.1% | -8 | -1.4 | -18
CC1Cc2ccccc2N1C(=S)NC(=O)c1cccc(Br)c1 (stereo not drawn) | u | -1 | 10 | 2 | 6 | 4.1% | 0 | -0.3 | -19

# This part in full, from the start:
structure | Apoferritin bind | D1 ag | D1 antagonist | TRHR enhancer | D1 potentiator | RXFP1 ag | D2 potentiator | TRHR ag | RXFP1 antag
CCn1c(SCC(=O)Nc2ccccc2C)nc2nc3c(cc2c1=O)COC(C)(C)C3 | -7% | 1 | 0 | 9 | -2 | 5.0% | 11 | -1.4 | -2
COc1ccc(S(=O)(=O)N2CCN(C(=O)CNC(=O)c3ccc4c(c3)OCO4)CC2)cc1 | x | 4 | 7 | -4 | -2 | 1.5% | -5 | -0.4 | -2
COc1cc(C2Nc3ccccc3-c3cc(C)nn32)ccc1O (stereo not drawn) | u | 12 | -1 | -8 | -7 | 0.1% | -8 | -1.4 | -18
CC1Cc2ccccc2N1C(=S)NC(=O)c1cccc(Br)c1 (stereo not drawn) | u | -1 | 10 | 2 | 6 | 4.1% | 0 | -0.3 | -19
COC(=O)[C@@]1(Cc2ccc(OC)cc2)[C@@H]2[C@@H](CC(=O)[C@H]2CC(=O)C(=O)N(C)C)CN1C(=O)c1ccccc1 | -2%&-8% | -2 | -3 | 3 | -4 | 0.7% | -2 | 1.0 | x
CN(C)/C=N/C(=S)Nc1ccc(Cl)cc1Cl | -14% | 2 | -6 | 0 | -3 | -0.2% | 14 | 0.0 | -10
N=C1C(c2nc3ccccc3c(=O)[nH]2)=C(O)CN1CCO | -6% | 3 | 3 | -1 | -2 | 2.7% | -5 | 0.6 | -5
Cc1cccc(Oc2coc3cc(OC(=O)c4cncc(Br)c4)ccc3c2=O)c1 | 21% | 0 | -30 | -1 | 0 | 0.3% | 24 | -0.6 | 16
CCOC(=O)C(C)Sc1nnc(Cc2cc(=O)[nH]c(=O)[nH]2)n1-c1cccc(OC)c1 (stereo not drawn) | -3% | 1 | 4 | 2 | 0 | 0.0% | 8 | 0.3 | x
COc1ccc(-c2c(=O)n(OCc3ccccc3[N+](=O)[O-])c3ccccc3[n+]2[O-])c(OC)c1 | -13% | -1 | 5 | 12 | -3 | 0.2% | 5 | -0.6 | -31
COc1cccc(/C(C)=N/NC(=O)c2ccc(N(C)C)cc2)c1 | -23% | 0 | 28 | -2 | 3 | -3.0% | -16 | 0.0 | x
Cc1cc(NC(=O)NC(=O)c2ccccc2)no1 | -3% | 6 | -9 | -7 | -1 | 0.0% | -6 | 1.2 | -4
CCC(C)N1C(=O)c2ccccc2C1C(=O)NC1CCCCCC1 (stereo not drawn) | 7% | 3 | 8 | 6 | -10 | 1.3% | -2 | 0.9 | 3
CCCC(=O)OCC(=O)c1[nH]c(C)c(C(C)=O)c1C | -3% | 0 | -12 | -4 | -4 | 0.2% | 9 | 0.2 | -8
Cc1ccccc1C(=O)Nc1ccc2c(c1)CCCN2C(=O)c1cccs1 | -10%&-6% | 5&6 | -37*! | -6&-7 | -6&0 | -4.3%&-0.6% | 15&5 | -0.6&0.5 | 3&-4

# Records above that bear a hit mark in D1 antagonist:
mol	D1 ag	D1 antagonist	TRHR enhancer	D1 potentiator	RXFP1 ag	D2 potentiator	TRHR ag	RXFP1 antag
Cc1ccccc1C(=O)Nc1ccc2c(c1)CCCN2C(=O)c1cccs1	5&6	-37*!	-6&-7	-6&0	-4.3%&-0.6%	15&5	-0.6&0.5	3&-4

# Continued.
structure | Apoferritin bind | D1 ag | D1 antagonist | TRHR enhancer | D1 potentiator | RXFP1 ag | D2 potentiator | TRHR ag | RXFP1 antag
O=C(CN1CCc2ccccc21)Nc1ccc2c(c1)OCO2 | -5% | 1 | 1 | -4 | -4 | -0.2% | 5 | 0.0 | -6
O=C(COC(=O)c1ccncc1)NC(=O)C1CCCCC1 | -7% | 4 | -36* | -8 | 2 | 2.5% | -11 | 0.9 | 31
Cc1c(C(=O)N2CCN(C)CC2)oc2c1C(=O)CC(C)(C)C2 | 8% | 3 | -10 | 2 | -1 | 0.3% | 3 | -0.2 | 2
CCc1ccc(NC(=O)CCc2ccc(C)o2)cc1 | u | 2 | -9 | 3 | 7 | -0.6% | 1 | -3.5 | -4
CCN(CC(=O)NC1CCS(=O)(=O)C1)C(=O)C(c1ccccc1)c1ccccc1 (stereo not drawn) | -1% | 1 | 7 | 1 | 3 | 2.0% | -2 | -0.9 | 2
CC(C)C(=O)N1c2nc(C(C)C)nn2C2(CCCCC2)[C@@H]2CCCC[C@@H]21 | -8% | 2 | 25 | 9 | 2 | -0.8% | 0 | -2.7 | -6
COc1ccccc1NC(=O)CSc1nnc(C2CCCCC2)o1 | u | 1 | -12 | 9 | -10 | 2.8% | -17 | -1.3 | 6
COc1ccccc1NC(=O)NC1(C(=O)N2CCC(C)CC2)CCCCC1 | 0% | -1 | -23 | -9 | 6 | -0.1% | -7 | 0.0 | -3
CC(C)c1nnc(NC(=O)C2CCN(C(=O)Nc3ccc(Cl)cc3)CC2)s1 | -7% | 2 | 2 | -1 | -3 | -0.6% | -2 | 0.7 | -13
Cc1ccc(Cn2c(=O)n(Cc3ccc(C(=O)NC4CCN(Cc5ccccc5)CC4)cc3)c(=O)c3ccccc32)cc1 | -2% | 1 | 7 | 3 | -1 | 2.4% | x | 0.7 | x
COc1ccc(OC)c(NC(=O)C(=O)NCCC2=CCCCC2)c1 | -5% | 5 | 10 | 7 | -2 | 0.3% | 0 | -0.3 | 15
CCC(=O)N1CCN(c2ccc(NC(=O)c3ccc(Br)o3)cc2)CC1 | -5% | 3 | -28 | 5 | -6 | 0.0% | 3 | 0.2 | 1
Cc1ccc(S(=O)(=O)N2CCCC2)cc1C(=O)N1CCC(C)CC1 | 0% | 1 | -3 | 1 | 8 | -1.6% | 11 | -0.8 | -8
COC(=O)Cc1c(C)nc2nc(NCc3cccc([N+](=O)[O-])c3)[nH]n2c1=O | -12% | 1 | -4 | 0 | 0 | -0.1% | 1 | 0.1 | 15
CCc1nnc2c3ccccc3nc(N3CCN(c4cc(C)ccc4C)CC3)n12 | u | 3 | 2 | 8 | 2 | 3.4% | -1 | 0.6 | -6
Brc1[nH]nc2ccccc12 | u | 2 | -33* | -4 | -5 | 0.7% | 0 | 0.0 | 1
CCCC(=O)Nc1ccc(S(=O)(=O)N2CCC(c3nc4ccccc4[nH]3)CC2)cc1 | x | 6 | -8 | -4 | -5 | 0.5% | 7 | 0.6 | -21
Fc1ccc(CN2CCCN(Cc3nc(-c4ccc5c(c4)OCO5)no3)CC2)cc1 | -15% | 5 | -22 | -10 | -3 | -0.3% | -8 | 1.0 | 3
CC(=O)n1c(-c2ccccc2)c(CO)c2ccccc21 | -18% | -1 | -1 | -2 | -7 | -0.9% | 6 | -0.6 | x
CC(C)(C)NC(=O)COC(=O)c1ccc(NC(=O)CC#N)cc1 | -4% | 1 | -18 | 0 | -4 | 0.8% | 4 | 1.5 | 3
COc1cccc2sc(=NC(=O)CS(=O)(=O)c3ccc(Cl)cc3)n(C)c12 | x | 0 | 9 | 7 | 2 | 13% | 13 | 0.3 | 20
CC(C)(O)c1nnn(-c2ccccc2)c1C(F)(F)F | -20% | 2 | 5 | 1 | -6 | -0.8% | 10 | 1.9 | 13
Cc1cc2cc(C#N)c(SCC(=O)Nc3nonc3C)nc2cc1C | -1% | 9 | -9 | 2 | -2 | 30% | 12 | 2.0 | -9
Cc1c(C(=O)N2CCC3(CC2)CC(=O)c2ccccc2O3)cccc1[N+](=O)[O-] | x | 8 | 2 | -1 | 3 | 0.7% | 8 | 0.8 | x
O=C(NC1CCC(O)CC1)c1ccc2c(c1)S(=O)(=O)N=C1CCCCCN12 (stereo not drawn) | x | 3 | 19 | -4 | -1 | 1.1% | -3 | -0.4 | -2
CCN(CC)CCNC(=O)CCc1nn(C)c(=O)c2ccccc12 | -5% | 4 | 5 | -1 | 0 | 0.3% | x | -1.2 | 0
COc1ccc2c(c1)CC/C(=C/c1ccncc1)C2=O | -15% | 9 | -6 | -6 | -7 | 0.2% | 9 | -1.1 | 0
O=C(Nc1nc2ccc(F)cc2s1)c1ccccn1 | 3% | 5 | 10 | -3 | -4 | 0.4% | -7 | 1.7 | -14
COc1ccc(-c2nc3n(n2)C(c2ccncc2)C(C(N)=O)=C(C)N3)cc1 (stereo not drawn) | -6% | 6 | 28 | 10 | -7 | 1.8% | 0 | -0.2 | -6
CC1=NN(Cc2ccccc2)C(=O)/C1=C/c1ccc(N(C)C)cc1 | -24% | 0 | 2 | 1 | 3 | -1.6% | 28 | 0.3 | -2
COC(=O)c1cn(NC(=O)c2ccc(OC)c([N+](=O)[O-])c2)c(=O)c2ccccc12 | -19% | -2 | 20 | -3 | 4 | 0.0% | -9 | -0.8 | -3
O=c1sc2ccccc2n1Cc1ccccc1 | u | 1 | -20 | 15 | 0 | -0.2% | -1 | -0.5 | -4
COc1ccc(C(C(=O)NC2CCCC2)N(Cc2cccnc2)C(=O)Cc2cccs2)cc1OC (stereo not drawn) | 11% | 1 | -5 | -11 | -10 | 0.3% | -12 | 0.3 | 33
